# From PubChem
# Rab2A wt mod – changes GTP binding to wildtype dog Rab2A, up or down | 190,000 compounds, 0.19% hits | GST-Rab2 wt beads, Bodipy-GTP binding, flow cytometry | GTP binding activity, % at 10 µM;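 active = GTP binding activity at least 20 points away from 100%, either lowered or raised; inconclusive = signal likely due to the compound's own green fluorescence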;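 note: 0% = beads with excess unlabeled GTP and 100% = no-compound control corrected for plate trend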
# Rac1 mut GTP – modulators of GTP binding to human Rac1 activated mutant. AID 764. 190,000 compounds, 0.11% hits. percent activity (GTP binding), % at 10 µM. GST-Rac1 activated beads, fluorescent GTP binding, flow cytometry; actives lie on both sides; 100% means binding = to untreated wells. P63000;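 active = GTP binding at least 20 percentage points away from the 100% baseline, in either direction, so actives lie on both sides; inconclusive = Compound likely fluorescent itself, or too few beads counted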
# Pf gametocyte – inhibitors of late stage P. falciparum gametocyte viability; P. falciparum stage V gametocytes, ATP luminescence, 24 h; inhibition, % at 10.9 µM; 150,000 compounds, 0.065% hits; AID 743093;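 active = inhibition above the mean plus 3 SD of compounds within the control limits, set per campaign, cut at about 38% in these data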;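 note: 0% = DMSO wells and 100% = medium only without gametocytes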
# Mcl1-Noxa inh – disrupts binding of human Mcl-1 to Noxa peptide | TR-FRET Mcl-1/Noxa peptide binding, 2 h | AID 1022 | Q07820 | inhibition, % at 21.7 µM | 220,000 compounds, 1.5% hits;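 active = compounds that cut the protein-peptide binding signal by more than 50% relative to plate controls in a single-dose test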;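 note: His-tagged Mcl-1 with rhodamine Noxa BH3 peptide and terbium anti-His antibody; 0% = Mcl-1 plus Noxa peptide wells and 100% = peptide-only wells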
# Target sequence (Q07820 whole entry, looked up): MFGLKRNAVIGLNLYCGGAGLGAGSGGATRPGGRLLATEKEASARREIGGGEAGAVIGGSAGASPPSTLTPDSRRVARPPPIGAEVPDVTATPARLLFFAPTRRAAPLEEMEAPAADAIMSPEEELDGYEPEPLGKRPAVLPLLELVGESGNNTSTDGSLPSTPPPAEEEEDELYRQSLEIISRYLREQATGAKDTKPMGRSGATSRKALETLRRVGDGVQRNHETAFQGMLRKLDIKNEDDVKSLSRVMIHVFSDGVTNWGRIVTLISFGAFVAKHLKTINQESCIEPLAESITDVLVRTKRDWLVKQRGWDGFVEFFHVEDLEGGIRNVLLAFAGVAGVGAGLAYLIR
# HRas wt GTP bind – human HRas wildtype GTP binding, change in either direction; GST-Ras wt beads, Bodipy-FL-GTP binding, flow cytometry; actives lie on both sides; 190,000 compounds, 0.14% hits; GTP binding activity, % at 10 µM;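 active = GTP binding activity at least 20% away from the 100% baseline, either lowered as inhibitor or raised as activator; inconclusive = flagged as likely green fluorescent, judged across all proteins in the well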;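 note: 0% = unlabeled GTP competition control and 100% = no-compound control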
# Target sequence (P01112 whole entry, looked up): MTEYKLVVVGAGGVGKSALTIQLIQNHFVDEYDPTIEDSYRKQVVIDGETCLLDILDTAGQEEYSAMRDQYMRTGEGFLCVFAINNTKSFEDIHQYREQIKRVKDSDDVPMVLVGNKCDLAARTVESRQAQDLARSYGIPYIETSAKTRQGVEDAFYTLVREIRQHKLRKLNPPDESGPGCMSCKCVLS
# Avidin bead fluor – compound fluoresces at 488/530 nm on avidin beads; fluorescence (KMESF) at 10 µM; compound fluorescence 488/530 nm, flow cytometry; active compounds read high; 220,000 compounds, 0.38% hits; in the data active = fluorescence above about 47; note: inactives centre near 10
# Rac1 wt modul – modulators of human Rac1 wildtype GTP binding; GST-Rac1 beads, fluorescent GTP binding, flow cytometry; actives lie on both sides; 0 = cold GTP competed, 100 = untreated; GTP binding activity (% of control), % at 10 µM; 190,000 compounds, 0.27% hits; AID 757;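 active = GTP binding activity at least 20 points away from the 100% control level, either lower or higher; inconclusive = compound flagged as likely green fluorescent, judged across all proteins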
# Rab7 wt modul – alters GTP binding to wildtype dog Rab7 | GST-Rab7 beads, fluorescent GTP binding, flow cytometry; actives lie on both sides; untreated = 100%, excess cold GTP = 0% | GTP binding activity (percent of control), % at 10 µM | 190,000 compounds, 0.055% hits | AID 758;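 active = fluorescent GTP binding to Rab7 beads changed by at least 20 points from the 100% baseline, either direction, mostly lower; inconclusive = compound itself probably fluorescent, or too few beads counted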;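 note: median green fluorescence of bound Bodipy-FL-GTP per Rab7 bead population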
# Cdc42 wt – modulators (inhibitors or activators) of GTP binding to human Cdc42 wildtype | P60953 | GST-Cdc42 beads, Bodipy-GTP binding, flow cytometry; actives lie on both sides | percent activity (GTP binding), % at 10 µM | 190,000 compounds, 0.2% hits;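 active = percent activity GTP binding at least 20 points away from the 100% baseline, either down as inhibitor or up as activator; inconclusive = compound flagged as likely green fluorescent from well-wide comparison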;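 note: median bead fluorescence of bound Bodipy-FL-GTP at 100 nM; 0% = excess unlabeled GTP control and 100% = no compound control; below 100% means less GTP binding so inhibitor and above means activator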
# Target sequence (P60953 whole entry, looked up): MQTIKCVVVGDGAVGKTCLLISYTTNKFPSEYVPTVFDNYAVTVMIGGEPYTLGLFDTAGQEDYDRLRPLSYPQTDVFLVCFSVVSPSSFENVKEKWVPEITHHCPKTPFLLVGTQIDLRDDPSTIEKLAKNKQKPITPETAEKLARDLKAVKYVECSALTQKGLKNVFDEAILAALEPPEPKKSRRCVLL
# Mcl-1 Bim block – inhibitors of Bim-Mcl-1 interaction, human; inhibition, % at 10 µM; Bead-based flow cytometry, Bim peptide-Mcl-1 binding; 190,000 compounds, 0.1% hits; in the data active = inhibition above about 40%;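 note: 0% = no compound tracer wells and 100% = peptide blocker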
# Mcl1-Bid inh – disrupts binding of human Mcl-1 to Bid peptide | TR-FRET Mcl-1/Bid-Dy647 peptide binding, 1536-well | Q07820 | inhibition, % at 21.7 µM | AID 1021 | 220,000 compounds, 0.97% hits;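 active = compounds that cut the binding signal by more than half at the single screening dose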;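 note: His-tagged Mcl-1 with europium anti-His antibody binding Bid BH3 peptide; 0% = Mcl-1 plus peptide wells and 100% = peptide-only wells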
# * = called active by the depositor; u = inconclusive; x = no result given. Compounds as they come (roughly 2.7% active in at least one column).
SMILES,Rab2A wt mod,Rac1 mut GTP,Pf gametocyte,Mcl1-Noxa inh,HRas wt GTP bind,Avidin bead fluor,Rac1 wt modul,Rab7 wt modul,Cdc42 wt,Mcl-1 Bim block,Mcl1-Bid inh
Cc1ccc(N2CCCn3c2cc(C)c(C#N)c3=O)cc1C,100.0,98.0,16.1,12.4,102.0,8,105.0,102.0,101.0,0.0,-20.4
CCn1c(SCC(=O)Nc2ccc(OC)c(OC)c2)nnc1-c1cccs1,100.0,101.0,-2.7,5.7,102.0,31,111.0,100.0,105.0,-4.0,-14.9
COc1ccccc1-c1c(C)nn2c(C)cc(C)nc12,99.0,98.0,x,3.1,98.0,6,99.0,98.0,97.0,0.0,3.0
CCSc1nc(CC)c2c(c1C#N)CCCC2,104.0,101.0,14.3,11.4,101.0,7,103.0,96.0,104.0,-5.0,6.1
Cn1c(=O)[nH]c(=O)c2c1nc(N1CCCC1)n2CCCSc1nc2ccccc2o1,95.0,98.0,23.1,-1.0,97.0,12,97.0,98.0,98.0,0.0,-43.7
Cc1ccc(OCCn2cccn2)c(C)c1,90.0,92.0,x,8.9,91.0,10,94.0,94.0,91.0,-2.0,-17.1
Cn1c(=O)oc2cc(S(=O)(=O)NCCN3CCN(c4ccccc4)CC3)ccc21,100.0,97.0,x,15.3,100.0,7,100.0,99.0,102.0,0.0,-31.0
O=C(NNC(=S)NC1CCCCC1)c1ccccc1Cl,92.0,93.0,-16.2,-34.5,94.0,11,94.0,95.0,95.0,-3.0,-53.5
COc1ccc(CCN2C(=O)c3[nH]nc(-c4ccccc4O)c3C2c2ccc(C)cc2)cc1OC (configuration not stated),93.0,92.0,-3.5,4.0,96.0,12,93.0,93.0,92.0,0.0,-1.5
Cc1ccc(C(=O)CSc2ncnc3sc4c(c23)CCCC4)cc1,100.0,96.0,x,-37.9,99.0,6,99.0,98.0,99.0,-3.0,-7.8
C=CCNC(=O)/C(=C/c1cccc([N+](=O)[O-])c1)NC(=O)c1ccco1,99.0,95.0,-3.4,-6.5,98.0,11,97.0,103.0,97.0,0.0,-29.0
CC(C)N1CCN(Cc2ccc(OCc3ccccc3)cc2)CC1CCO (configuration not stated),96.0,94.0,-7.0,-10.0,95.0,6,93.0,97.0,96.0,10.0,-7.1
COC(=O)c1cc(NC(=O)Cc2ccccc2[N+](=O)[O-])cc(C(=O)OC)c1,98.0,95.0,-13.2,23.5,98.0,5,95.0,99.0,97.0,1.0,2.3
O=C(CC(CC(=O)c1ccccc1)C(=O)O)c1ccccc1,98.0,94.0,-15.3,-4.3,98.0,6,102.0,97.0,98.0,-3.0,-0.9
Nc1c2c(nc3ccn(-c4ccccc4)c(=O)c13)CCCCC2,99.0,99.0,x,15.2,101.0,39,98.0,100.0,100.0,0.0,-0.9
CC(NCc1ccc(OCc2ccc(Cl)cc2)cc1)C(O)c1ccccc1 (configuration not stated),94.0,94.0,-33.1,15.8,94.0,10,98.0,96.0,97.0,0.0,-2.9
COc1ccc(S(=O)(=O)N2CCN(Cc3c[nH]c4ccccc34)CC2)cc1,99.0,100.0,1.9,6.4,101.0,5,103.0,99.0,103.0,-2.0,-13.5
O=C(Nc1ncc(Cc2cc(Cl)ccc2Cl)s1)c1ccc([N+](=O)[O-])cc1,102.0,101.0,-49.1,-4.7,104.0,41,103.0,99.0,106.0,1.0,2.8
O=C(c1cnc2ccc(Cl)cc2c1Cl)N1CCOCC1,93.0,96.0,-9.4,5.8,98.0,10,103.0,95.0,96.0,0.0,-5.9
Cc1cs/c(=N\N=C\c2ccc(O)cc2)n1Cc1ccco1,104.0,100.0,-14.0,12.9,105.0,7,104.0,107.0,101.0,-1.0,-56.0
CCCOc1cccc(NC(=O)OC2CCN(C)CC2)c1,96.0,103.0,x,19.3,99.0,5,103.0,102.0,101.0,0.0,-19.7
COc1ccc(S(=O)(=O)N(c2onc(C)c2Cl)S(=O)(=O)c2ccc(OC)cc2)cc1,96.0,92.0,x,9.6,98.0,25,94.0,94.0,97.0,-4.0,-5.1
CCCCN(C(=O)Cn1nnc2ccccc21)C(C(=O)NCCOC)c1ccc(OC)cc1OC (configuration not stated),100.0,100.0,6.0,-3.0,101.0,20,101.0,98.0,103.0,-4.0,-6.5
CCCCC[C@H](O)/C=C/[C@@H]1[C@@H](CCCCCCC(=O)O)[C@@H](O)C[C@H]1O,102.0,95.0,x,11.4,102.0,10,104.0,97.0,104.0,-5.0,-3.3
COc1cc(-c2nc3ccccn3c2/N=C/c2cccc(OC)c2O)ccc1O,94.0,94.0,25.1,31.5,91.0,12,92.0,102.0,92.0,-8.0,-19.3
C=CCN1C(=O)C(CC(=O)Nc2ccccc2)N(Cc2ccccn2)C1=S (configuration not stated),102.0,95.0,-25.0,4.0,101.0,10,103.0,101.0,100.0,-1.0,7.8
COc1cccc(-c2nc(N3CC(C)CC(C)C3)c3ccccc3n2)c1O (configuration not stated),101.0,100.0,20.8,9.6,100.0,15,108.0,100.0,102.0,-3.0,-0.9
NC(=O)Cc1ccc(C(=O)c2ccccc2)s1,96.0,97.0,-4.0,-3.4,99.0,11,100.0,105.0,97.0,0.0,-0.5
CC(=O)c1cc(-c2ccc(F)cc2)n(CC(=O)NCc2cccs2)c1C,97.0,97.0,4.3,4.0,99.0,10,98.0,96.0,101.0,1.0,-12.7
CC(=O)Nc1ccc(S(=O)(=O)Nc2nc3ccccc3s2)cc1,102.0,98.0,x,15.5,102.0,6,106.0,105.0,104.0,0.0,-19.6

# Reprinted from the part before: 2 entries, followed by the next part.
SMILES,Rab2A wt mod,Rac1 mut GTP,Pf gametocyte,Mcl1-Noxa inh,HRas wt GTP bind,Avidin bead fluor,Rac1 wt modul,Rab7 wt modul,Cdc42 wt,Mcl-1 Bim block,Mcl1-Bid inh
CC(=O)c1cc(-c2ccc(F)cc2)n(CC(=O)NCc2cccs2)c1C,97.0,97.0,4.3,4.0,99.0,10,98.0,96.0,101.0,1.0,-12.7
CC(=O)Nc1ccc(S(=O)(=O)Nc2nc3ccccc3s2)cc1,102.0,98.0,x,15.5,102.0,6,106.0,105.0,104.0,0.0,-19.6
O=C(CSCc1nc2c(nnn2Cc2ccc(F)cc2)c(=O)[nH]1)Nc1cccc(C(F)(F)F)c1,u,u,x,9.3,u,9,u,u,u,-2.0,1.2
CC(=O)Nc1ccc(SCC(=O)OCC(=O)NC(=O)NCc2ccco2)cc1,99.0,98.0,4.2,8.8,103.0,15,99.0,98.0,99.0,0.0,-44.8
CCCCC(CC)CNC(=O)C(=O)c1ccccc1NC(C)=O (configuration not stated),101.0,101.0,0.2,4.8,98.0,4,102.0,101.0,101.0,-5.0,-7.5
O=C(Oc1ccc(N(Cc2cccs2)C2=NS(=O)(=O)c3ccccc32)cc1)c1ccccc1Cl,97.0,96.0,-19.5,-16.1,98.0,7,101.0,99.0,99.0,1.0,1.1
Cc1cc(NCCC(C)C)n2nc(C)c(-c3ccccc3)c2n1,93.0,93.0,-11.7,x,95.0,8,92.0,94.0,96.0,3.0,-19.7
O=C(CSc1nc2nc3c(cc2c(=O)n1-c1ccccc1)CCCC3)Nc1ccccc1,94.0,96.0,-12.7,-57.5,93.0,18,96.0,97.0,94.0,-6.0,-119.0
CC(=O)/C(N=Nc1cccc(C(F)(F)F)c1)=C(\C)O,95.0,95.0,-8.2,16.1,94.0,11,100.0,92.0,97.0,-1.0,-11.7
CCCNC(=O)c1ccccc1NC(=O)COc1ccc(OC)cc1,101.0,102.0,x,20.3,101.0,10,110.0,104.0,107.0,-3.0,-6.4
COc1ccc(/C=N/NC(=O)C(C)n2cnc3ccccc3c2=O)cc1 (configuration not stated),100.0,96.0,1.6,-6.9,98.0,11,103.0,99.0,101.0,-2.0,-8.2
O=[n+]1cc(-c2ccccc2)n([O-])c2c1CCC2,103.0,101.0,-22.1,-16.1,101.0,12,104.0,97.0,104.0,-3.0,-11.1
CCOC(=O)c1nn(-c2ccccc2)c2nc(Nc3ccccc3)cc(=O)n12,104.0,99.0,x,2.4,103.0,17,101.0,106.0,101.0,0.0,38.3
CCc1ccc(CN2C(=O)c3ccccc3C2C(=O)NCc2cccnc2)cc1 (configuration not stated),99.0,100.0,7.0,26.6,100.0,16,104.0,97.0,102.0,0.0,-15.4
CCc1ccccc1NC(=S)N(CCN(C)C)C(C)c1cccnc1 (configuration not stated),94.0,95.0,2.4,0.8,93.0,6,98.0,96.0,96.0,-1.0,3.0
CC(=O)Nc1nonc1NC(C)=O,101.0,100.0,6.5,-8.2,99.0,15,105.0,100.0,103.0,-2.0,-12.4
Cc1ccccc1C(OCCN(C)C)C1CCCCC1 (configuration not stated),100.0,102.0,-11.5,32.3,103.0,13,107.0,99.0,99.0,30.0,-13.9
Cc1ccc(CSCCNC(=O)c2ccc(C)cc2)cc1,95.0,91.0,x,18.5,96.0,21,97.0,103.0,90.0,-1.0,-12.8
CC1CCN(C(c2ccc(N(C)C)cc2)c2nnnn2C(C)(C)C)CC1 (configuration not stated),98.0,98.0,-40.2,77.8*,98.0,23,99.0,97.0,97.0,0.0,0.2
O=C(Cc1coc2ccc3ccccc3c12)Nc1nccs1,101.0,98.0,x,8.2,101.0,9,102.0,105.0,102.0,-2.0,26.2
CCNC(=O)CC1C(=O)N(c2ccc(F)cc2)C(=S)N1CCc1ccncc1 (configuration not stated),u,u,22.4,3.6,u,5,u,u,u,-56.0,-2.7
COCCNS(=O)(=O)c1cc(Br)ccc1OC,100.0,99.0,-29.8,4.2,102.0,6,104.0,99.0,105.0,1.0,-10.6
O=C(COC(=O)C1CC(=O)N(Cc2ccccc2)C1)Nc1ccccc1F (configuration not stated),92.0,96.0,-26.1,6.8,95.0,9,96.0,90.0,90.0,1.0,-25.8
Cn1nnnc1SCC(=O)NCc1cc([N+](=O)[O-])ccc1O,88.0,92.0,-0.3,21.2,88.0,9,87.0,90.0,82.0,0.0,-32.6
Cc1c(Cl)cnc(NC(=O)COC(=O)c2ccc(S(=O)(=O)NCc3ccco3)cc2)c1Cl,97.0,97.0,0.2,50.3,96.0,8,97.0,96.0,100.0,0.0,-50.2
CCCOc1ccc(N2CC(C(=O)NC(C)C)CC2=O)cc1 (configuration not stated),103.0,99.0,x,5.1,100.0,4,99.0,104.0,103.0,0.0,-5.3
Cc1ccc2nc(-c3ccc(NC(=O)c4ccco4)cc3)[nH]c2c1,100.0,95.0,x,14.0,98.0,16,100.0,100.0,99.0,0.0,7.7
COC(C(=O)Nc1cccc(F)c1)c1ccccc1 (configuration not stated),97.0,98.0,x,21.8,98.0,22,100.0,96.0,97.0,0.0,-2.9
